Source: PubChem (several laboratories)
rCAG binder = r(CAG) repeat RNA binding. TO-PRO-1 dye displacement fluorescence. inhibition, % at 3 µM. 1.3% of 370,000 active;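 active = inhibition above the plate cutoff, the mean of all test compounds on that plate plus 3 SD, cut at about 35% in these data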;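 note: 0% = DMSO alone and 100% = 100 µM mitoxantrone as full dye displacement; higher means more dye released from RNA so lower well fluorescence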
ARFGAP1 inhibitor = inhibits rat ARF GTPase activating protein 1 | AID 651572 | inhibition, % at 16.5 µM | 0.26% of 360,000 active | Arfgap1-stimulated ARF1 GTP hydrolysis, GDP FP detection | Q62848;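 active = inhibition above a per-plate limit, mean inhibition of low control wells plus 3 SD, cut at about 25% in these data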;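 note: 0% = DMSO wells with enzyme and 100% = wells lacking Arfgap1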
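Material – truncated rat Arfgap1 GAP domain · Buffer or medium – HEPES-based buffer, pH 7.5 · Reagent – human ARF1(Δ1-17)-GTP substrate · Dosing – 16.5 µM single point, 1.26% DMSO · Schedule – GTP hydrolysis reaction 2 h at 25 °C · Technique – GDP detection by fluorescence polarization · Benchmarks – No-Arfgap1 wells (100%) versus DMSO full-reaction wells (0%) · Repeats – single replicate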
NPR2 activator = GC-B (human) receptor activation; P20594; HEK293-GC-B cells, CNP EC30, cGMP TR-FRET; 0% at EC30 CNP, 100% saturating CNP; activation, % at 10 µM; 0.11% of 370,000 active; AID 1920062;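 active = activation at 10 µM reaching about 35% in either raw or pattern-adjusted values, limit read from the data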
HTRA1 inhibitor = inhibitors of human serine peptidase HTRA1; inhibition, % at 5.96 µM; Q92743; 0.5% of 340,000 active; recombinant HTRA1, FP-rhodamine activity-based probe, fluorescence polarization; in the data active = inhibition above about 36%;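 note: 0% = enzyme with DMSO and 100% = wells lacking enzyme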
ABHD4 inh = inhibitors of mouse ABHD4; 0.54% of 370,000 active; inhibition, % at 8.92 µM; purified mABHD4, FP-Rh probe fluorescence polarization;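 active = inhibition exceeding the mean over every tested compound plus 3 SD, cut at about 30% in these data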;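 note: 0% = plate median of compound wells and 100% = S159A mutant with DMSO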
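Assay system: wild-type mouse ABHD4 protein; compound: single nominal dose of 8.92 µM, 0.89% DMSO final; schedule: 45 min + 60 min at 25 °C; measured by: FP readout, ex 525 nm / em 598 nm; evaluation: % inhibition of FP-Rh probe binding versus controls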
SMARCA2 activ = SMARCA2 function activation, primary screen; MG213 cells, MMTV-luciferase reporter, dexamethasone, overnight; 1% of 370,000 active; activation, % at 9.1 µM; AID 652017; in the data active = activation above about 7.8%;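 note: 0% = vehicle wells and 100% = reference activator wells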
PG9 binder = small molecules binding HIV-1 gp120 antibody PG9; TR-FRET gp120-PG9 antibody binding; inhibition, % at 6.7 µM; 0.43% of 360,000 active; AID 624416; in the data active = inhibition above about 8.5%
GC-A act = GC-A (human) enzyme activation | P16066 | HEK293 GC-A cells, cGMP TR-FRET, EC30 ANP; 0% at EC30 ANP, 100% saturating ANP | activation, % at 10 µM | 0.14% of 370,000 active | AID 1671463; in the data active = activation above about 40%
Target sequence (P16066 whole entry, looked up): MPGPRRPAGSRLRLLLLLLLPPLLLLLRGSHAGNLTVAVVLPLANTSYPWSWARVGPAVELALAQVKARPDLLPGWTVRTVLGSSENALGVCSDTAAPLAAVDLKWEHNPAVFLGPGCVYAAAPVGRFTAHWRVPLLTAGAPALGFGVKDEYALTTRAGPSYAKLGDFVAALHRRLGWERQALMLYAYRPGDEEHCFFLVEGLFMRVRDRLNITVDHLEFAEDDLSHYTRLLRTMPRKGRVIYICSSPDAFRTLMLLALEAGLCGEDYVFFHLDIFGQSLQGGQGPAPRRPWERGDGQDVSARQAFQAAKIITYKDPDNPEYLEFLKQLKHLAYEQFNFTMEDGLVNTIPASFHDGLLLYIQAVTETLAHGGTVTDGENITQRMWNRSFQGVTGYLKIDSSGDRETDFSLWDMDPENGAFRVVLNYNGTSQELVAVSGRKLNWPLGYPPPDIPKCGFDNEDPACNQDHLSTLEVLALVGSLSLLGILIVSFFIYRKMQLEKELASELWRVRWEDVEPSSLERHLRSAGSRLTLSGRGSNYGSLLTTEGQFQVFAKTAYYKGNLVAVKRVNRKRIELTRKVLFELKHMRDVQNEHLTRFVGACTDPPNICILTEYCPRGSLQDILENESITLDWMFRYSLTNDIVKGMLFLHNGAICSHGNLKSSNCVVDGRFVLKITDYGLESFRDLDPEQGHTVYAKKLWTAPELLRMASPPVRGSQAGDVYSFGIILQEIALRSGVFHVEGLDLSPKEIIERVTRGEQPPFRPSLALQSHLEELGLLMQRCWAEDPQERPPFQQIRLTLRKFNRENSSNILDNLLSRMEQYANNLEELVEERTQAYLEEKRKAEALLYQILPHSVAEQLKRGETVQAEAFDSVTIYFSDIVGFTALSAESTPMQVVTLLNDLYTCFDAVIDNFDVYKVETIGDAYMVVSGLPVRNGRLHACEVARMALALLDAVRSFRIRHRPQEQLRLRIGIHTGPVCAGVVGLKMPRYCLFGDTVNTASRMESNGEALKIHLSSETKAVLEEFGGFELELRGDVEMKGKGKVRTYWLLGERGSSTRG
ASAP1 inh = inhibitors of human ASAP1 ArfGAP activity; ASAP1-stimulated ARF1 GTP hydrolysis, GDP FP detection; Q9ULH1; inhibition, % at 16.5 µM; 0.19% of 360,000 active; in the data active = inhibition above about 25%;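 note: 0% = vehicle with enzyme and substrate and 100% = no enzyme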
NR1D1 modulator = modulators of human Rev-erb alpha DNA binding; activity, % at 10 µM; Rev-erbα–FITC-DNA binding, fluorescence polarization, 90 min; AID 1259318; 0.79% of 370,000 active;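 active = activity above about 14%, limit read from the data; passing the limit was not always enough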;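 note: 0% = DMSO wells with 35 nM protein and 100% = DMSO wells with 750 nM protein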
* marks the source's active call; other numbers are inactive results; nt = not tested or not shown.

molecule | rCAG binder | ARFGAP1 inhibitor | NPR2 activator | HTRA1 inhibitor | ABHD4 inh | SMARCA2 activ | PG9 binder | GC-A act | ASAP1 inh | NR1D1 modulator
C[C@@H]1CN([C@H](C)CO)C(=O)CCCn2cc(nn2)CO[C@H]1CN(C)C(=O)Nc1ccc(F)cc1 | 1 | 4 | 0 | 1 | 6 | -2 | -0.9 | 2 | 17 | 6
Cc1cc(S(=O)(=O)NCc2cccnc2)ccc1F | 2 | 3 | 3 | 8 | 1 | -2 | 1.6 | -1 | -22 | -7
CCOC(=O)c1c(CN2CCC(C)CC2)n(C)c2cc(Br)c(OC)cc12 | -2 | 0 | -7 | -1 | -4 | -3 | 1.5 | 5 | -4 | 0
C=C(C)CNC(=S)N/N=C/c1c(F)cccc1F | -4 | -8 | 7 | -10 | 5 | -3 | -3.4 | -2 | 5 | 4
CCOc1cc(NC(=S)NCCCN2CCOCC2)c(OCC)cc1NC(=O)c1ccccc1 | -5 | -4 | 2 | 4 | 4 | 2 | -2.5 | -1 | -7 | -3
Cc1cc(/C=C2\C(=N)N3C(SCc4ccccc4)=NSC3=NC2=O)c(C)n1Cc1ccccc1 | 5 | -7 | 1 | -6 | 4 | -2 | -2.4 | -4 | 11 | 73*
COc1ccc2c(Cl)c(C(=O)NCCc3ccc(S(N)(=O)=O)cc3)sc2c1 | 4 | 0 | 1 | -23 | -13 | -1 | -0.2 | -3 | 13 | -4
O=C(Cn1c(C(F)(F)F)nc2ccccc21)Nc1ccccc1C(=O)O | 1 | -6 | 2 | 0 | 6 | -4 | -0.9 | -1 | 5 | -4
CC(=O)/C=C\c1cn(-c2ncc(C(F)(F)F)cc2Cl)c2ccccc12 | 1 | 1 | -19 | -29 | -11 | 1 | -0.9 | -23 | 2 | -3
O=C(c1ccncc1)N1CCN(C(=O)c2cccc3ccccc23)CC1 | 1 | -2 | 6 | 3 | -1 | 0 | -0.6 | 5 | 6 | 1
C/C(N)=C(/C#N)C(=O)COC(=O)c1ccccc1Oc1ccccc1 | -3 | 5 | -4 | -2 | -5 | 0 | 0.9 | -2 | 7 | -6
COc1cc(OC)c(C(=O)OCC(=O)NC2CCCC2)cc1OC | 3 | 1 | 0 | 0 | 4 | -1 | -0.3 | 4 | -7 | -1
CCOC(=O)C1=NOC(C(=O)NCCO)(C(=O)C2CC2)C1 (stereo unspecified) | 3 | nt | -9 | nt | -3 | 1 | nt | 0 | nt | -3
COC(=O)Nc1nc(-c2ccccc2)c(C(=O)c2ccc(Cl)cc2)s1 | 2 | 10 | -6 | -5 | 0 | 0 | 44* | 2 | 17 | 30*
CN(C)CC(O)CN1C(=O)NC(C)(C)C1=O (stereo unspecified) | 0 | 17 | 1 | -1 | 3 | 1 | -2.3 | 3 | -9 | 1
O=C1[C@H]2[C@@H](c3ccc(F)cc3)N3C(=O)N(c4ccc(C(F)(F)F)cc4)C(=O)[C@@]3(Cc3ccccc3)[C@H]2C(=O)N1C1CCCCC1 | 7 | -1 | -3 | -9 | -7 | 0 | -1.6 | -8 | 0 | 1
COCCNC(=S)N1CCC2CC1c1c(Cl)cccc12 (stereo unspecified) | 0 | -5 | 0 | 0 | 2 | -4 | -0.1 | 3 | -5 | -3
CC1CC(C)CN(C(=O)Cn2c(=O)n(CCCC(=O)NCc3ccco3)c(=O)c3sccc32)C1 (stereo unspecified) | -1 | 5 | -4 | -8 | 0 | 1 | -0.7 | 1 | 7 | -5
Cc1ccc(N(C)C2=NC(=O)CS2)cc1Cl | -1 | -2 | 6 | 2 | 2 | 4 | -1.8 | 0 | 8 | 5
COc1ccc(NC(=O)C(C)N=C2NS(=O)(=O)c3ccccc32)cc1S(N)(=O)=O (stereo unspecified) | 3 | 3 | -1 | 8 | 3 | -3 | -1.9 | -1 | 12 | 3
CCOCC(=O)Nc1cc(C(=O)NCCc2ccccc2)ccc1Cl | -4 | -6 | 1 | 3 | 0 | 2 | -2.3 | 0 | 0 | 0
C[C@H]1C(C(=O)N(C)C2CCCCC2)=Cc2c(n(-c3ccc(F)cc3)c(=O)n2CCCOc2ccccc2)C=C1c1ccccc1 | 12 | -1 | 0 | nt | 7 | -6 | 0.2 | -6 | 7 | 6
COc1cccc(C(NC(C)=O)c2nc(-c3cc4ccccc4o3)cs2)c1 (stereo unspecified) | 4 | 12 | 0 | nt | -7 | -6 | 1.2 | 10 | -7 | 6
O=C(c1cccc(S(=O)(=O)N2CCOCC2)c1)N1CCN(S(=O)(=O)c2cccc([N+](=O)[O-])c2)CC1 | 5 | -1 | 1 | -5 | 10 | -3 | 1.9 | 8 | -18 | -4
Cc1ccc(C(=O)NCCN2CCCC2)cc1 | 6 | -17 | -1 | -3 | -5 | -2 | 0.5 | 2 | -12 | 3

Continued:
molecule | rCAG binder | ARFGAP1 inhibitor | NPR2 activator | HTRA1 inhibitor | ABHD4 inh | SMARCA2 activ | PG9 binder | GC-A act | ASAP1 inh | NR1D1 modulator
CCCCn1c(N)c(N(CCC(C)C)C(=O)c2c(CC)noc2C)c(=O)[nH]c1=O | -1 | 7 | 1 | 1 | 4 | -6 | -1.0 | 1 | -11 | -4
Cc1cccc(C(=O)O/N=C(/c2ccccc2)c2ccncc2)c1 | -5 | -11 | -4 | -2 | -4 | -5 | 0.6 | -11 | -3 | -8
Cc1c(Br)c([N+](=O)[O-])nn1C(C)C(=O)Nc1ccc2c(c1)OCO2 (stereo unspecified) | 3 | 11 | -4 | -5 | -4 | 5 | -0.6 | 0 | -8 | 8
CC1=C(C(=O)Nc2ccc(C(=O)NC(C)c3ccccc3)cc2)SCCO1 (stereo unspecified) | 4 | -5 | -4 | -1 | 3 | -5 | 0.2 | 1 | 1 | -9
O=C(Cc1ccccc1)c1c[nH]c(C(=O)NCCCN2CCOCC2)c1 | -4 | 9 | 6 | 1 | -7 | 4 | 0.6 | 4 | 3 | 3
CN1CCN(S(=O)(=O)c2ccc(Nc3cccc(Cl)c3)c([N+](=O)[O-])c2)CC1 | 3 | -7 | 3 | -10 | 9 | -1 | 0.7 | 0 | 2 | 0
CCc1nnc(NS(=O)(=O)c2ccc(NC(=O)CCC(=O)OC)cc2)s1 | 0 | 8 | 3 | -2 | 2 | -1 | -0.2 | 4 | -7 | -5
CC(C)(C)c1ccc2cc(F)cc(F)c2n1 | 3 | 10 | -5 | nt | 2 | -3 | -0.8 | 1 | -4 | -5
CCOc1ccccc1OCC(=O)Nc1cc(C)on1 | 0 | 16 | -3 | 1 | -1 | 2 | 1.1 | 2 | 2 | -6
Cc1ccc(C)c(C(=O)CSc2nc(C)cc(=O)[nH]2)c1 | 0 | 2 | -1 | -1 | 0 | -1 | 0.5 | -2 | -12 | -9
CCN(CC)S(=O)(=O)c1ccc(Cl)c(C(=O)NC)c1 | 6 | 10 | 1 | -4 | -5 | -2 | 1.1 | 1 | -2 | -1
CCOC(=O)N1CCC(n2c(SCC(=O)c3ccccc3)nc3ccsc3c2=O)CC1 | 1 | -1 | 1 | 4 | 0 | -1 | -2.2 | 6 | 0 | 37*
CCCOc1ccc(C2Nc3cccc4cccc(c34)N2)cc1 | 6 | -4 | -8 | 0 | 5 | -1 | -4.2 | -1 | 7 | -6
COc1ccc2nc(SCC(=O)NC(C)C)[nH]c2c1 | 3 | -16 | -2 | 4 | -7 | 1 | -3.0 | -3 | -7 | -2
Cn1c(=NN=Cc2ccccc2OCCO)sc2ccccc21 | 7 | 16 | -6 | 5 | 2 | 5 | 0.0 | -5 | -1 | -6
COc1cc2c(=O)n(CCC(=O)NCC3CCCO3)c(=O)n(CC(=O)Nc3ccc(C)cc3)c2cc1OC (stereo unspecified) | -1 | -14 | -3 | 2 | 1 | 2 | -0.3 | 0 | -10 | -2
Cc1ccnc(NS(=O)(=O)c2cc([N+](=O)[O-])ccc2C)c1 | -4 | 4 | 3 | 2 | -2 | 0 | -2.2 | -4 | 3 | 2
C=CCC(C(=O)OC)(C(=O)OC)c1ccc([N+](=O)[O-])cn1 | -1 | 3 | 5 | -4 | 0 | -1 | 0.0 | 4 | 5 | -1
CN1/C(=C/C=C(/C#N)C(N)=O)C(C)(C)c2ccccc21 | -8 | -2 | -4 | -8 | 1 | -1 | -4.3 | -8 | -2 | -5
COc1ccc(NC(=O)Cn2c(C(C)C)nc(C)cc2=O)cc1Cl | 1 | 10 | 1 | 4 | -8 | -1 | 1.2 | 1 | -4 | 4
COCCNC(=O)CN(Cc1ccc2c(c1)OCO2)C(=O)CCC(=O)Nc1nccs1 | -6 | -2 | 7 | 3 | 9 | 2 | 0.1 | 4 | -8 | 3
Cc1cc(C)cc(NC(=O)CN2CCCN(S(=O)(=O)c3ccc(Br)s3)CC2)c1 | 5 | -3 | -7 | -11 | -3 | 1 | -2.0 | -1 | 1 | 5
O=C(Nc1cccc(C(=O)N2CCOCC2)c1)NC1CCCCC1 | -2 | -1 | 5 | 6 | 6 | -1 | -1.8 | 2 | 6 | 0
COc1ccc(C(C(N)=O)c2ncc(C(F)(F)F)cc2Cl)cc1 (stereo unspecified) | -3 | -8 | 3 | 5 | 3 | -2 | -1.9 | -1 | -5 | -3
CC(=O)c1cccc(Oc2cc(NN3CCCCC3)c([N+](=O)[O-])cc2[N+](=O)[O-])c1 | -1 | 7 | -1 | 4 | 2 | -2 | -0.9 | 2 | 7 | 15

The results go on:
molecule | rCAG binder | ARFGAP1 inhibitor | NPR2 activator | HTRA1 inhibitor | ABHD4 inh | SMARCA2 activ | PG9 binder | GC-A act | ASAP1 inh | NR1D1 modulator
CC(C)/C=C/C(=O)N1CCC(N2CCC(C(=O)N3CCOCC3)CC2)CC1 | -4 | -16 | -2 | -5 | -3 | 3 | -3.2 | 1 | -20 | -2
CC(=O)Nc1ccc(S(=O)(=O)N2CCc3ccccc3C2)cc1 | -2 | -5 | 4 | -6 | -9 | -4 | 0.6 | 0 | -2 | -2
COc1ccc(-c2cc(C)no2)cc1S(=O)(=O)N(C)c1ccc(C)cc1 | 4 | -10 | 2 | -15 | -1 | -4 | -0.1 | -4 | 4 | 8
Cc1cccc(C)c1NC(=O)CN(C)CC(=O)Nc1cc(Cl)ccc1C#N | -2 | 5 | -5 | 0 | 4 | 0 | -0.7 | -1 | -12 | 3
COC(=O)C1(C(=O)OC)C[C@H](c2ccc(OC)cc2)N(Cc2ccccc2OC)[C@@H]1c1ccc(OC)cc1 | 7 | 10 | 4 | nt | -5 | -3 | -0.8 | -1 | 8 | 6
Cc1cccc(/C=N/NC(=O)NC23CC4CC(CC(C4)C2)C3)n1 | -5 | 12 | 6 | nt | 6 | 2 | -3.6 | 5 | 10 | 1
COC(=O)[C@H](Cc1ccccc1)NC(=O)Cn1ccc(NC(=O)OCc2ccccc2)nc1=O | 2 | 1 | -4 | -9 | -4 | -1 | 1.6 | 2 | 1 | -2
CN(CC(=O)Nc1ccc(Cl)cc1)CC(=O)Nc1cccc(Br)c1 | 4 | 6 | -4 | -30 | -20 | -4 | 0.2 | -8 | -2 | 0
